Rev-erbA mod: modulators of Rev-erb alpha DNA binding, primary screen, biochemical, FITC-DNA, fluorescence polarization, uHTS | Nuclear receptor subfamily 1 group D member 1 (Homo sapiens), P20393 | Rev-erbα–FITC-DNA binding, 90 min | activity, % at 10 µM | actives 0.79% (n = 370,000) | AID 1259318, 2017;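 active means activity above about 14%, limit read from the data; passing the limit was not always enough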;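 further: 0% = DMSO wells with 35 nM protein and 100% = DMSO wells with 750 nM protein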
ASAP1 GAP inh: inhibitors of human ASAP1 ArfGAP activity, primary screen, biochemical, fluorescence polarization; Arf-GAP with SH3 domain, ANK repeat and PH domain-containing protein 1 (Homo sapiens), …; ASAP1-stimulated ARF1 GTP hydrolysis, GDP FP detection; inhibition, % at 16.5 µM; actives 0.19% (n = 360,000); AID 624377, 2012; in the data active means inhibition above about 25%;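 further: 0% = vehicle with enzyme and substrate and 100% = no enzyme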
PLC-gamma1 inh: PLC-gamma1 enzyme inhibitors, primary screen, biochemical, fluorescence, purified enzyme; inhibition, % at 12.2 µM; actives 0.84% (n = 370,000); fluorogenic substrate; in the data active means inhibition above about 9.5%
Target sequence (P19174 whole entry, looked up): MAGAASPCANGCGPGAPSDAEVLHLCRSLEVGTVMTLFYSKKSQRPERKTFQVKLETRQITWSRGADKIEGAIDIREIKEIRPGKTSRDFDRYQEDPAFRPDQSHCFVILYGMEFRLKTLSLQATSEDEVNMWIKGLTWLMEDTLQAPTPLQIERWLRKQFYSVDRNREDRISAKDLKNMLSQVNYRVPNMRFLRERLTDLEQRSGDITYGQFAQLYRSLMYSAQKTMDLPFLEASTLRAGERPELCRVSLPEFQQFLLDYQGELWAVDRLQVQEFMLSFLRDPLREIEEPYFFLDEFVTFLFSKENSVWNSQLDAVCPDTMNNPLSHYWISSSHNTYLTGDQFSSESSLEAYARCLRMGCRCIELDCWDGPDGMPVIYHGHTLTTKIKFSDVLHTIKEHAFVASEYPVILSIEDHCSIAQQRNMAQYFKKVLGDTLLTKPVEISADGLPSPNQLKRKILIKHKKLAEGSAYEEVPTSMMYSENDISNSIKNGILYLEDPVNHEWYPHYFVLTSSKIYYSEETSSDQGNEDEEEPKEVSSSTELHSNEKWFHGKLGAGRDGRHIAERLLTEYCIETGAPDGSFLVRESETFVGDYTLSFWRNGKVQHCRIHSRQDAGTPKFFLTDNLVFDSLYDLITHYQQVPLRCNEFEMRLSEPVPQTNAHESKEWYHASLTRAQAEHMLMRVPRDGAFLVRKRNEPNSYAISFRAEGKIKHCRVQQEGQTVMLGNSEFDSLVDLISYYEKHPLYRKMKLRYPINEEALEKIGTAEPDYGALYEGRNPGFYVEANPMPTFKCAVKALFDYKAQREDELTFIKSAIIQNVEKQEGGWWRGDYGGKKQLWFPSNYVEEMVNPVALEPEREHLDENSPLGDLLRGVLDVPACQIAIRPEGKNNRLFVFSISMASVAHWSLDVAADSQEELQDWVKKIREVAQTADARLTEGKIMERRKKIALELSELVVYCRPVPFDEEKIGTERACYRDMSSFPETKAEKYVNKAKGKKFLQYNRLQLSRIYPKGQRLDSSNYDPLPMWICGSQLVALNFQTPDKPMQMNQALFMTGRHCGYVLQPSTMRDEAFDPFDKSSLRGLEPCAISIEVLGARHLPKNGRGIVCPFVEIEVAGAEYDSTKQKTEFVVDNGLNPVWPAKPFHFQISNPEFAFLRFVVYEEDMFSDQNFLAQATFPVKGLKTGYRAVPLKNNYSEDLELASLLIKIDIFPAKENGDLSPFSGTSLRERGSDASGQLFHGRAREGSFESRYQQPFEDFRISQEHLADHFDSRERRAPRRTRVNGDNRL
ARFGAP1 inh: inhibitors of rat ARFGAP1 GAP activity, primary screen, biochemical, fluorescence polarization, GDP tracer | inhibition, % at 16.5 µM | ADP-ribosylation factor GTPase-activating protein 1 (Rattus norvegicus), Q62848 | Arfgap1-stimulated ARF1 GTP hydrolysis, GDP FP detection | actives 0.26% (n = 360,000);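 active means inhibition above a per-plate limit, mean inhibition of low control wells plus 3 SD, cut at about 25% in these data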;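 further: 0% = DMSO wells with enzyme and 100% = wells lacking Arfgap1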
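Assay system: Rat Arfgap1 GAP domain (His6, aa 1-136), purified enzyme | Buffer or medium: HEPES 25 mM pH 7.5, NaCl 150 mM, MgCl2, DTT | Schedule: GTP hydrolysis reaction 2 h at 25 °C | Signal: FP of antibody-bound GDP Alexa 633 tracer, ex 620/em 688 nm | Measure: Percent inhibition of Arfgap1-stimulated GTP hydrolysis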
proKLK7 act: proKLK7 zymogen activators, primary screen, biochemical, fluorescence intensity | actives 0.9% (n = 370,000) | AID 652039, 2013 | activation, % at 7 µM | purified proKLK7, EDANS-DABCYL substrate fluorescence; 100% is mature enzyme control, 0% vehicle | Kallikrein-7 (Homo sapiens), P49862;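 active means activation above the mean of all tested compounds plus 3 SD, computed per campaign excluding outliers beyond control limits, cut at about 13% in these data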
PLCb3 inh: human PLC-beta3 inhibitors, primary screen, biochemical, fluorescence; 1-phosphatidylinositol 4,5-bisphosphate phosphodiesterase beta-3 (Homo sapiens), Q01970; Purified PLC-beta3, fluorogenic substrate; inhibition, % at 12.2 µM; actives 0.18% (n = 370,000); AID 720704, 2013; in the data active means inhibition above about 11%;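 further: 0% = median of compound wells on plate and 100% = full blocker control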
DDE Tn7 FP inh: inhibitors of Tn7 peptide binding to fibrin DD(E), primary screen, biochemical, fluorescence polarization, human fibrin, Tn7 probe; Fibrinogen beta chain (Homo sapiens), P02675; FP displacement of FITC-Tn7 peptide from fibrin DD(E); 0% = median of compound wells per plate; inhibition, % at 8.3 µM; actives 0.13% (n = 370,000); AID 720508, 2013;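 active means inhibition above the mean of compounds falling within the control limits plus 3 SD of them, cut at about 14% in these data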;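 further: 0% = plate median of compound wells and 100% = 10 µM Aha-Tn7 peptide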
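Also added: labelled Tn7 tracer, 0.1 µM; Assay system: human fibrin DD(E) protein; Amount: 2 µM fibrin DD(E); Schedule: 10 min compound pre-incubation, 3 h probe incubation at room temperature; Repeats: one replicate per compound; Read-out basis: percent inhibition; Measured by: fluorescence polarization of the labelled Tn7 tracer.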
sPLA2-III inh: human group III sPLA2 inhibitors, primary screen, biochemical, QFRET, BODIPY PC-A2 liposome substrate | inhibition, % at 12.2 µM | QFRET BODIPY PC-A2 liposome hydrolysis, fluorescence | actives 0.56% (n = 370,000) | AID 743126, 2013;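 active means inhibition above mean plus 3 SD of compounds lying within the high and low control bounds, cut at about 19% in these data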;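 further: 0% = median of test compound wells and 100% = no enzyme DMSO wells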
Tn6 DDE FP: inhibitors of Tn6 peptide binding to fibrin DD(E), primary screen, biochemical, fluorescence polarization, human fibrin, Tn6 probe | Fibrinogen beta chain (Homo sapiens), P02675 | Fibrin DD(E) TRITC-Tn6 fluorescence polarization displacement | inhibition, % at 8.3 µM | actives 0.21% (n = 370,000) | AID 720509, 2013;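 active means inhibition above a per-campaign cutoff: mean of compounds within control limits plus 3 SD, cut at about 15% in these data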;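 further: 0% = median of all compound wells on the plate and 100% = blocking peptide control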
UHRF1 binding: UHRF1 methylated DNA binding inhibitors, primary screen, counter-screen for MBD2 inhibitor project, biochemical, TR-FRET, human UHRF1, single concentration | AID 687016, 2013 | actives 0.75% (n = 370,000) | UHRF1 binding to methylated oligo | inhibition, % at 4.4 µM | E3 ubiquitin-protein ligase UHRF1 (Homo sapiens), Q96T88; in the data active means inhibition above about 21%;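 further: UHRF1 SRA domain binding a hemimethylated CpG hairpin DNA probe; 0% = median of test compound wells and 100% = reference inhibitor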
An asterisk follows results filed as active; · = not tested or not shown.

SMILES | Rev-erbA mod | ASAP1 GAP inh | PLC-gamma1 inh | ARFGAP1 inh | proKLK7 act | PLCb3 inh | DDE Tn7 FP inh | sPLA2-III inh | Tn6 DDE FP | UHRF1 binding
Cc1ccc([C@H]2N[C@]3(CCCN(Cc4ccc(F)cc4)C3=O)[C@H]3C(=O)N(Cc4ccccc4)C(=O)[C@@H]23)cc1 | 7 | 4 | -1 | 1 | 0.1 | -2 | -3 | -6 | -6 | 1
O=C1CCC([N+](=O)[O-])C(C2CC=CCC2)N1 (stereo unspecified) | 4 | -1 | -1 | -1 | 0.4 | -7 | -1 | 1 | -5 | -1
CC(C)CCNc1nc2c(c(=O)[nH]c(=O)n2C)n1CC(O)COC(C)C (stereo unspecified) | 1 | 6 | 4 | -3 | -0.6 | 4 | -2 | 2 | -1 | 2
COc1ccc(C(=O)Nc2ccccc2C(=O)N/N=C/c2cccc3ccccc23)cc1 | 0 | -11 | -2 | -5 | -0.8 | 2 | 3 | 8 | 1 | -1
CCN(Cc1ccccc1)Cc1c(C)[nH]c2c(C)c(C)ccc2c1=O | -3 | -11 | 1 | 3 | 0.0 | 1 | 13 | 12 | 8 | 3
CCOc1cc(N2CCOCC2)c(OCC)cc1NC(=O)CN1C(=O)NC(C)(c2ccc(OC)cc2)C1=O (stereo unspecified) | -4 | -5 | 4 | -3 | 0.0 | -4 | 1 | 7 | 2 | -1
COc1ccc(CN(C2CCCC2)S(=O)(=O)c2ccc(-n3cnnn3)c(OC)c2)cc1OC | 0 | 10 | 1 | -5 | -0.2 | -4 | -2 | -16 | -6 | 2
C[C@]12c3[nH]c4ccc(Cl)cc4c3CCN1C(=O)[C@@H](CC(=O)NCc1ccco1)C[C@@H]2C(=O)N1CCCCC1 | 1 | 9 | 0 | 6 | 0.1 | 5 | -4 | -10 | -4 | 6
O=C(CSc1ncccn1)N1CCC(Cc2ccccc2)CC1 | 1 | -12 | 6 | 2 | -0.5 | -1 | 7 | -2 | -1 | -3
Cc1ccc(-c2nn(-c3ccccc3)cc2C(=O)N2CCOCC2)cc1 | -7 | -12 | 1 | -11 | -0.9 | -1 | -4 | -6 | -1 | 0
CCOc1ccc(Nc2ncnc3c2cnn3C)cc1 | 0 | 0 | -3 | 0 | 0.1 | -8 | -1 | 1 | -9 | 1
COc1ccc(S(N)(=O)=O)cc1C(=O)OCC1CCCCC1 | -3 | -8 | 3 | 0 | 0.1 | -6 | -2 | -6 | -2 | -1
O=C(CN1C(=O)NC2(CCCC2)C1=O)OCc1cc(=O)n2cc(Br)ccc2n1 | -17 | -3 | 0 | 14 | 0.5 | -11 | -4 | 2 | 4 | 4
Cc1ccc(CSc2nnc(-c3cccs3)o2)cc1C | 2 | · | 1 | · | 0.4 | -1 | -3 | 0 | 4 | 1
Cc1nc(N2CCN(Cc3nc4ccccc4[nH]3)CC2)c2oc3ccccc3c2n1 | -8 | 0 | -13 | 2 | -1.5 | -17 | 2 | -4 | -4 | -3
C#CCC1c2ccccc2CCN1CC=C (stereo unspecified) | 0 | 1 | -1 | 4 | -0.2 | -1 | -8 | 0 | -4 | -2
CCCCNC(=O)C1(C)CCN1C(=O)c1ccc2c(c1)CCO2 (stereo unspecified) | -8 | -5 | 4 | 2 | 1.0 | 5 | -4 | 9 | -4 | 0
C=CCNS(=O)(=O)c1ccc(OC)c(C)c1 | -3 | -5 | -1 | -6 | -0.2 | -1 | 6 | 11 | -3 | 3
CCOC(=O)C1=C(O)/C(=C\c2cc(C)n(-c3ccc(F)cc3)c2C)N=C1C | -7 | 5 | -30 | -9 | 0.0 | -40 | 1 | -8 | 6 | -6
CCN(CC(=O)Nc1ccc(NC(C)=O)cc1)S(=O)(=O)/C=C/c1ccccc1 | 13 | 0 | 4 | -14 | 0.6 | -6 | -3 | -4 | -4 | -3
N/C(=N\N=C/c1ccc(F)cc1)N/N=C\c1ccc(F)cc1 | -4 | -4 | 2 | 10 | 0.1 | -13 | 2 | 2 | -4 | 2
COc1ccc(NC(=O)COC(=O)Cc2c(F)cccc2Cl)cc1OC | 7 | 2 | 0 | 4 | 0.0 | 4 | -3 | -9 | 4 | -2
CN(C(=O)c1ccc(Br)cc1)C1CCS(=O)(=O)C1 (stereo unspecified) | 7 | 5 | 6 | -5 | -0.6 | -3 | -1 | 14 | -3 | 3
Cc1c(Cl)cccc1NC(=O)CNC(=O)c1ccccc1F | 1 | -12 | 1 | 2 | -0.2 | 1 | 9 | 4 | 4 | -2
COc1ccc(OC)c(S(=O)(=O)N2CCCC(C(=O)N3CCCC3)C2)c1 (stereo unspecified) | 5 | -3 | 1 | 6 | 0.7 | -4 | 5 | 3 | 6 | -1
CC(=O)Nc1ccc(S(=O)(=O)NC2CC(=O)N(c3ccc4c(c3)OCCO4)C2)cc1 (stereo unspecified) | 5 | 3 | 0 | 4 | 0.3 | 4 | -4 | 3 | 2 | -2
Cc1c(CN(C)C(=O)c2ccc(Br)o2)cnn1C | -3 | 2 | 12* | 5 | -0.1 | 5 | -2 | -2 | -4 | 4
O=C(CCc1ccccc1)N=C1SC2CS(=O)(=O)CC2N1c1ccc(F)cc1 (stereo unspecified) | 5 | -9 | 3 | 15 | -0.6 | -5 | 6 | -9 | 12 | -1
CN(C)c1ccc(/C=N/OC(=O)Nc2ccccc2Cl)cc1 | -3 | -1 | 2 | 1 | -0.1 | -1 | -6 | 9 | 0 | 2
CCCCN1CCCCC1(C)C(=O)NCc1cccc(OC)c1 (stereo unspecified) | -4 | -28 | 5 | 1 | -0.1 | -1 | -1 | 10 | -8 | 0
Cc1nc2ccc(Br)cc2c(-c2ccccc2)c1C(=O)O | 6 | 12 | 9 | -10 | 0.3 | -4 | 0 | 9 | 4 | 1
COc1ccc2c(CC(=O)Nc3ccc(OC)c(NS(=O)(=O)c4ccc(F)cc4)c3)coc2c1 | 0 | -4 | -31 | 8 | -1.2 | -39 | 11 | -27 | -3 | -1
Cc1ccc(C#N)c(SCc2ccccc2F)n1 | 2 | -1 | -3 | -2 | -0.8 | -6 | 0 | 0 | -1 | 0
O=C(NCc1cccc2[nH]ccc12)C1CCC(=O)N(CCc2ccc(Cl)cc2)C1 (stereo unspecified) | 6 | 0 | -15 | 0 | 0.2 | -24 | 4 | -21 | -2 | -4
CN(Cc1nc(CC2CC2)no1)CC12CC3CC(CC(C3)C1)C2 | -1 | -1 | -2 | -3 | 0.3 | -1 | -1 | -1 | -3 | 4
S=c1[nH]c(-c2ccccc2)cn1-c1ccccc1 | -4 | 10 | -1 | 5 | -0.9 | -7 | 0 | 18 | 6 | -2
Cn1c(=O)[nH]c(=O)c2c1nc(SCC(=O)O)n2CCOc1ccccc1 | -1 | 2 | 3 | 18 | 0.1 | -5 | -1 | -5 | 7 | 3
CCN(CC)S(=O)(=O)c1ccc(N2CCc3ccccc3C2)nc1 | 0 | 1 | -27 | 2 | 1.6 | -46 | -3 | -7 | 1 | -3
COc1ccc(N2CCN(C(=O)CN(CCc3ccccc3)S(C)(=O)=O)CC2)cc1 | 2 | 2 | 1 | 8 | -0.3 | 0 | -1 | 12 | 6 | 2
CCCC(C)C(=O)Nc1nc(C)c(-c2csc(Nc3ccccc3OC)n2)s1 (stereo unspecified) | 1 | 2 | -7 | 15 | -0.7 | -10 | -5 | 1 | 2 | -2
COc1ccc(CCNC(=O)CN2C(=O)NC(Cc3c[nH]c4ccccc34)C2=O)cc1 (stereo unspecified) | -6 | 9 | -4 | -1 | 0.7 | -6 | -6 | -71 | -3 | 0
O=C(NCCCNC(=O)c1cccnc1)c1ccc(Cl)cc1 | -4 | -1 | 1 | 18 | -1.1 | -6 | 1 | 16 | -1 | 4
O=C(Nc1cccnc1)C1CC(=O)N(c2ccc(F)cc2)C1 (stereo unspecified) | -8 | 2 | 0 | 6 | -0.1 | -7 | 4 | 2 | 4 | -1
COc1ccc(/C=C/C(=O)OCC(=O)Nc2ccc(N3CCOCC3)cc2)cc1 | -11 | 6 | 0 | 0 | 0.1 | -8 | -7 | -1 | -15 | -3
CC1CCCCC12NC(=O)N(CC(=O)OCC(=O)NC(=O)c1ccccc1)C2=O (stereo unspecified) | 1 | 11 | 2 | -7 | 0.2 | -5 | 3 | -4 | 1 | 0

Arranged by the number under sPLA2-III inh (highest first): some entries from above.
molecule	Rev-erbA mod	ASAP1 GAP inh	PLC-gamma1 inh	ARFGAP1 inh	proKLK7 act	PLCb3 inh	DDE Tn7 FP inh	sPLA2-III inh	Tn6 DDE FP
O=C(NCCCNC(=O)c1cccnc1)c1ccc(Cl)cc1	-4	-1	1	18	-1.1	-6	1	16	-1
Cc1nc2ccc(Br)cc2c(-c2ccccc2)c1C(=O)O	6	12	9	-10	0.3	-4	0	9	4
CN(Cc1nc(CC2CC2)no1)CC12CC3CC(CC(C3)C1)C2	-1	-1	-2	-3	0.3	-1	-1	-1	-3

(next part)
SMILES | Rev-erbA mod | ASAP1 GAP inh | PLC-gamma1 inh | ARFGAP1 inh | proKLK7 act | PLCb3 inh | DDE Tn7 FP inh | sPLA2-III inh | Tn6 DDE FP | UHRF1 binding
CN(C)S(=O)(=O)c1ccc(C(=O)OCc2nnc(-c3ccccc3)o2)cc1 | 0 | 13 | 6 | -4 | -0.3 | 0 | 2 | 1 | 0 | 3
Cc1ccc(N2C(=O)CC(n3ccnc3)C2=O)cc1C (stereo unspecified) | -2 | 8 | 1 | 2 | 0.3 | 1 | -4 | -6 | -1 | -1
CCN(CC(=O)Nc1ccc(NC(C)=O)cc1)C(=O)c1ccc(C(=O)c2ccccc2)cc1 | 3 | -6 | 3 | 4 | -0.7 | -1 | -9 | -1 | -3 | 5
Cc1csc(NC(C)c2nc3cc(Cl)c(N4CCCCC4)cc3n2CCOCCO)n1 (stereo unspecified) | 1 | -4 | -28 | -9 | 0.7 | -34 | -6 | -19 | -5 | 4
COC(=O)[C@]12CCCCC=C1N(CCc1ccc(OC)c(OC)c1)C(=O)[C@H](CC(=O)NCC1CCCCC1)C2 | -5 | 5 | 1 | -8 | 0.3 | 1 | -2 | -9 | -2 | 1
